# Screening results as filed in PubChem.
# BoNT F protease – inhibitors of Botulinum neurotoxin F light chain protease. Multiplex microsphere protease cleavage assay, flow cytometry. inhibition, % at 10 µM. 360,000 compounds, 0.22% hits. AID 588497; in the data active means inhibition above about 35%, passing the limit was not always enough; inconclusive means no clear call, values can overlap the other calls; further: plate controls were buffer without enzyme for full effect and enzyme alone for no effect
# MazF activator – increases E. coli MazEF RNase cleavage of RNA; P0AE70; FAM/BHQ RNA-DNA oligo cleavage fluorescence, 5 h; activation, % at 20 µM; 350,000 compounds, 0.32% hits; in the data active means activation above about 50%
# PrPC TRFRET – inhibitors of human cell surface prion protein PrPC; P04156; TR-FRET read-out; inhibition, % at 13.8 µM; 370,000 compounds, 0.43% hits; AID 720596; in the data active means inhibition above about 24%; further: 0% = median of the test wells and 100% = reference compound wells
# Anthrax LF prot – anthrax lethal factor protease inhibition; 360,000 compounds, 0.12% hits; inhibition, % at 10 µM; multiplex microsphere protease cleavage assay, LF; further: plate controls were buffer without enzyme for full effect and enzyme alone for no effect
# Target sequence (P15917 whole entry, looked up): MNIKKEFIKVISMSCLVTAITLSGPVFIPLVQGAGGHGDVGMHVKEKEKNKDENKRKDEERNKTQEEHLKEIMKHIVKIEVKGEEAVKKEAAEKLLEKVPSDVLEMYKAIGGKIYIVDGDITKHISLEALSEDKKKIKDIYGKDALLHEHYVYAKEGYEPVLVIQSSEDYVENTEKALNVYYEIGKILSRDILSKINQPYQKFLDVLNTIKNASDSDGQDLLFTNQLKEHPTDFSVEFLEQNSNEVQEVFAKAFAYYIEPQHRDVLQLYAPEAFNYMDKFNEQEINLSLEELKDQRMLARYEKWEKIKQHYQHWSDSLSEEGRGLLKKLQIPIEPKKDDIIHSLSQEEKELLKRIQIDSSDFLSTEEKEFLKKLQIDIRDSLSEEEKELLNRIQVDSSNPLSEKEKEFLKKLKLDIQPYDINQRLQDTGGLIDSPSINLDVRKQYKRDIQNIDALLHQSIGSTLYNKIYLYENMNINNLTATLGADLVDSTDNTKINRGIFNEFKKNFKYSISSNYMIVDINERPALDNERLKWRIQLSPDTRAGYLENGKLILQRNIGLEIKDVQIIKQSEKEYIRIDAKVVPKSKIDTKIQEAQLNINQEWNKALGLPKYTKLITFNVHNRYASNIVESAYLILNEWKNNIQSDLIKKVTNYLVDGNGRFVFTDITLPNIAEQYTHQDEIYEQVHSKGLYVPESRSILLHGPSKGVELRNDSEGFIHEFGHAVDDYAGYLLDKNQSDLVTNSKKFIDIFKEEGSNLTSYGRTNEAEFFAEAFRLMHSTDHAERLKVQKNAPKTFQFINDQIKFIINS
# 3CLpro inhibitor – SARS-CoV 3CLpro protease inhibition | P0C6X7 | recombinant SARS-CoV 3CLpro, quenched FRET peptide cleavage | inhibition, % at 6 µM | 290,000 compounds, 0.14% hits; in the data active means inhibition above about 12%
# PriA SSB inh – inhibitors of Klebsiella pneumoniae PriA binding to SSB C-terminal tail; inhibition, % at 33 µM; 430,000 compounds, 0.6% hits; AlphaScreen SSBct-PriA binding, biotinylated peptide; AID 1272365; in the data active means inhibition mostly above about 37%, no sharp cut-off; inactive means mostly below about 20%;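 further: plate controls were negative control peptide for no effect and reference peptide for full effect; strong numbers were not always called active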
# BoNT A protease – BoNT A light chain protease inhibition; multiplex microsphere protease substrate cleavage, flow cytometry; inhibition, % at 10 µM; 360,000 compounds, 0.17% hits; further: plate controls were buffer without enzyme for full effect and enzyme alone for no effect
# VHR inh abs – DUSP3 (human) phosphatase inhibition; recombinant VHR phosphatase, pNPP absorbance; 290,000 compounds, 0.52% hits; P51452; inhibition, % at 13.3 µM; AID 1654; in the data active means inhibition above about 50%; further: some compounds called inactive have numbers as strong as hits
# Target sequence (P51452 whole entry, looked up): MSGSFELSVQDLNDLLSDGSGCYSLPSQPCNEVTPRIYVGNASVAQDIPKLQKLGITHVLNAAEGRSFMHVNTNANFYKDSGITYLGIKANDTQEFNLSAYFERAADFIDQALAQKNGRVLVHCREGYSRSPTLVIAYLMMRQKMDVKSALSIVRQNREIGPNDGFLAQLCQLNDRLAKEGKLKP
# Rv3671c protease – Rv3671c (M. tuberculosis) protease inhibition; P9WHR9; inhibition, % at 5.96 µM; 320,000 compounds, 0.048% hits; AID 2606; in the data active means inhibition above about 38%;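 further: extracellular domain of Rv3671c used as enzyme; 0% = enzyme with DMSO and 100% = no enzyme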
# CCHFV vOTU inh – blocks the CCHF virus ovarian tumor domain protease | CCHFV vOTU protease, Pep-AMC fluorescence | inhibition, % at 11.5 µM | 370,000 compounds, 0.55% hits | AID 651958; in the data active means inhibition above about 30%; further: 0% = vehicle wells with enzyme and 100% = no enzyme wells
# Numbers without * were called inactive; i = inactive; u = inconclusive; x = not tested or not shown. Unless noted, no stated cut-off is given here; in the data, active means inhibition above about 30%; inconclusive means no clear call, values can overlap the other calls; inactive means below that. Some of the compounds tested; the hit share may differ from the screen's.
no.	molecule	BoNT F protease	MazF activator	PrPC TRFRET	Anthrax LF prot	3CLpro inhibitor	PriA SSB inh	BoNT A protease	VHR inh abs	Rv3671c protease	CCHFV vOTU inh
1	Cc1ccccc1N=CC1=C(O)c2ccccc2C1=O	-9	-7	-5	-8	2	10	0.2	-6	-1	14
2	CCc1ccc(-c2cc(C)no2)cc1S(=O)(=O)N1CC(=O)Nc2ccccc21	-1	-3	7	-3	-2	0	0.1	38	-12	12
3	CCOC(=O)c1sc2nc3c(SCC(=O)O)cc(C(=O)c4cc(F)ccc4O)cn3c(=O)c2c1C	-10	1	-4	-1	0	-22	0.9	2	-95	18
4	NC1=NC(=O)/C(=C/c2cccs2)S1	-2	7	-18	-1	4	-14	-0.9	10	0	10
5	C#Cc1ccc(NC(=O)C2(C)CCN2C(=O)Cc2ccc(C(C)C)cc2)cc1 (centres undefined)	-5	x	4	-2	x	x	-0.1	x	x	14
6	Cc1ccc(C(=O)Nc2ccc(S(=O)(=O)Nc3ncccn3)cc2)cc1[N+](=O)[O-]	32	0	-2	2	4	-13	0.9	9	x	-1
7	COc1ccc(C(=O)COC(=O)c2nn(C)c(=O)c3ccccc23)c(OC)c1	-2	11	6	-1	0	-6	0.2	14	0	5
8	Cc1ccc(OCCNC(=O)c2ccc(C)cc2)cc1	-3	-14	3	-5	-6	-2	-0.3	x	-7	-15
9	O=C(COc1ccccc1Cl)Nc1cccc(S(=O)(=O)NC2=NCCCCC2)c1	-1	9	5	-3	x	-10	-0.5	x	-5	1
10	NC(=O)NCc1ccc(C(=O)OCc2ccncc2)cc1	-2	5	3	0	-2	0	0.3	15	4	0
11	CCN(Cc1ccccc1)C(=O)CN1C(=O)c2ccccc2S1(=O)=O	2	3	2	1	x	-2	-0.5	x	-6	-4
12	CC1CCCC(NC(=O)CN2C(=O)NC(Cc3c[nH]c4ccccc34)C2=O)C1C (centres undefined)	-9	4	0	3	x	-3	-3.6	x	-3	7
13	C#CCOCCOCCOCCNc1nc(N2CCN(C(=O)[C@H]([C@@H](C)CC)n3cc(CCC(=O)O)nn3)CC2)nc(N2CCN(C(=O)[C@H](CCCCN)n3cc(CC(C)O)nn3)CC2)n1 (some centres undefined)	-13	4	-2	0	x	0	-0.5	x	x	-2
14	CCn1nnnc1SCC(=O)Nc1nc(C)c(C)s1	-2	5	-8	7	-4	5	1.4	18	3	-9
15	C=CCN1C(=O)/C(=N/n2cnnc2)c2ccccc21	0	7	-1	-1	2	x	-0.2	-7	-3	5
16	CCCNC(=O)Cn1cnc2sc(C(=O)N3CCN(Cc4ccc5c(c4)OCO5)CC3)c(C)c2c1=O	-2	-3	7	0	-4	-16	0.0	-14	-8	3
17	Cn1c(-c2ccc3nc(N)sc3c2)nc2cc(N)ccc21	-40	6	12	-8	-4	9	-0.5	26	-3	34*
18	CCSc1nnc(-c2cccnc2)n1-c1ccc(C)c(Cl)c1	5	2	2	-5	-5	-13	0.3	4	3	-18
19	Cc1ccc(C)c(CN2CCC(CNC(=O)Nc3ccc(Cl)cc3)CC2)c1	2	3	-11	6	5	4	-1.3	x	8	-18
20	CC(=O)Nc1cccc(C(=O)/C=C/c2ccc(F)cc2)c1	-3	4	5	-2	7	5	0.3	11	-1	5
21	COc1ncnc2c1oc1nc(CC(C)C)c3c(c12)CC(C)(C)OC3	-2	-14	2	-5	1	-16	-0.2	13	3	1
22	Nc1nc(CSc2ccccc2)nc(N2CCCCC2)n1	-5	3	3	-3	7	-13	0.2	24	-5	3
23	CCOC(=O)Cn1c(=O)n(Cc2ccco2)c(=O)c2ccc(C(=O)NCCc3ccccc3)cc21	-13	0	-4	0	3	7	0.3	10	-1	12
24	COc1cc(/C=N/NC(=O)Cn2cnc3c2c(=O)n(C)c(=O)n3C)cc(OC)c1OC	-16	-1	8	-15	3	i	-1.6	5	2	-11
25	CC1CCCCN1CCCNc1ccc(C(CC(N)=O)NC(=O)Cc2ccc(Br)cc2)cc1[N+](=O)[O-] (centres undefined)	-9	8	-27	-2	2	-6	-0.4	28	-5	-4

# Entries shown so far that have a nitro group on carbon, in the order listed:
no.	molecule	BoNT F protease	MazF activator	PrPC TRFRET	Anthrax LF prot	3CLpro inhibitor	PriA SSB inh	BoNT A protease	VHR inh abs	Rv3671c protease	CCHFV vOTU inh
6	Cc1ccc(C(=O)Nc2ccc(S(=O)(=O)Nc3ncccn3)cc2)cc1[N+](=O)[O-]	32	0	-2	2	4	-13	0.9	9	x	-1
25	CC1CCCCN1CCCNc1ccc(C(CC(N)=O)NC(=O)Cc2ccc(Br)cc2)cc1[N+](=O)[O-] (centres undefined)	-9	8	-27	-2	2	-6	-0.4	28	-5	-4

# Remaining list, next part:
no.	molecule	BoNT F protease	MazF activator	PrPC TRFRET	Anthrax LF prot	3CLpro inhibitor	PriA SSB inh	BoNT A protease	VHR inh abs	Rv3671c protease	CCHFV vOTU inh
26	COCCNC(=O)c1ccc2c(=O)n(Cc3ccco3)c(SCC(=O)NC3CCCC3)nc2c1	4	0	3	-9	6	-13	0.8	0	-3	1
27	N#CCCN(C(=O)COC(=O)c1ccc(S(=O)(=O)N2CCOCC2)cc1)c1ccccc1	8	-2	6	-3	x	-2	0.0	x	-3	6
28	CC(Sc1nc2c(N)ncnc2n1CCOc1ccccc1)C(=O)O (centres undefined)	6	2	-3	-14	4	3	0.9	11	-2	10
29	Cc1ccc(NC(=O)CNS(=O)(=O)c2cccs2)cc1F	-3	-7	2	-7	-4	-2	-0.2	-17	-24	0
30	COc1ccc(C=C2SC(=S)N(CCCN3CCOCC3)C2=O)c(OC)c1	21	-3	0	20	x	x	15	x	x	12
31	O=c1[nH]c(SCc2ccc(F)cc2Cl)nc2ccccc12	-1	5	-11	-1	2	-3	-0.6	19	-3	15
32	CCCCn1nnnc1SCC(=O)NNC(=O)c1ccco1	4	-11	7	13	0	-2	-0.3	16	-6	5
33	COc1ccc(NC(=O)CN(C)C(=O)c2c(C)nn(-c3ccccc3)c2Cl)cc1	3	1	-3	4	x	6	-0.7	x	0	3
34	Nc1ncnc2c1ncn2CCN1CCOCC1	1	6	0	0	-1	-3	-0.2	12	4	-2
35	O=C(N/N=C/c1cccc(F)c1)c1ccc(Cl)cc1	-3	2	8	0	-3	x	-0.4	14	-7	11
36	CCCCNC(=O)Nc1ccccc1C(=O)NCCC	-5	2	3	-2	-6	-10	u	13	-9	6
37	Cc1[nH]c2ccccc2c1C(=O)CSCC(=O)O	1	10	-7	-2	-2	-7	-1.0	7	5	8
38	C/C(=C\C(=O)c1ccc(Cl)cc1)Nc1ccc(N2CCOCC2)cc1	-35	8	-12	-7	-3	x	-10	24	-6	0
39	C/C(=N\NC(=O)c1ccco1)c1ccc(NC(=O)c2cccs2)cc1	-1	1	-2	-3	5	x	-1.8	-8	-8	23
40	CCOc1ccccc1NC(=O)CCNS(=O)(=O)c1ccccc1	u	8	5	17	0	-5	-2.9	-4	-2	-6
41	CCN(Cc1ccccc1)C(=O)c1cccnc1	5	-10	2	-5	-4	-8	-2.9	8	-1	-12
42	Cc1cccc(OCCN2CSC(=S)N(C)C2)c1	14	2	-5	0	1	-8	0.6	45	-6	-3
43	CCN(CC)CCCNC(=O)C1CCC(CNS(=O)(=O)c2c(C)cc(C)cc2C)CC1 (centres undefined)	-6	6	-7	-21	-5	-6	0.8	14	0	-11
44	CC1CCCN(C(=O)CCS(=O)(=O)c2cc3c(cc2Cl)NC(=O)CO3)C1 (centres undefined)	-9	7	4	-20	2	-18	-0.1	25	-3	7
45	CCN(CC)C(=O)c1[nH]cnc1C(=O)Nc1ccc(OC)cc1	0	-13	5	-1	x	-5	-0.5	-1	7	-6
46	CC(=O)Nc1nc(C)c(C(C)C)s1	-7	5	4	2	-5	0	0.1	-5	3	-7
47	COC(=O)C1CCN(c2c([N+](=O)[O-])cc(C(F)(F)F)cc2[N+](=O)[O-])CC1	3	6	5	-1	-2	59*	-0.2	9	1	12
48	O=C1c2cccc3cccc(c23)C(=O)N1CCO	3	-1	-22	-2	x	x	0.1	x	x	-15
49	CCOC(=O)C1(N(CC)CC)Sc2cc(C)ccc2NC1=O (centres undefined)	-4	-1	7	1	-1	6	-2.2	-1	-1	22
50	Cc1ccc(-n2c(C)cc(/C=N/NC(=O)c3ccncc3)c2C)cc1C	-7	-6	2	-5	1	x	-1.3	26	4	13

# Given with values under each structure: entries from further up
# Value order: BoNT F protease | MazF activator | PrPC TRFRET | Anthrax LF prot | 3CLpro inhibitor | PriA SSB inh | BoNT A protease | VHR inh abs | Rv3671c protease | CCHFV vOTU inh
14. CCn1nnnc1SCC(=O)Nc1nc(C)c(C)s1
 : -2 | 5 | -8 | 7 | -4 | 5 | 1.4 | 18 | 3 | -9
15. C=CCN1C(=O)/C(=N/n2cnnc2)c2ccccc21
 : 0 | 7 | -1 | -1 | 2 | x | -0.2 | -7 | -3 | 5
16. CCCNC(=O)Cn1cnc2sc(C(=O)N3CCN(Cc4ccc5c(c4)OCO5)CC3)c(C)c2c1=O
 : -2 | -3 | 7 | 0 | -4 | -16 | 0.0 | -14 | -8 | 3

# Next compounds follow:
no.	molecule	BoNT F protease	MazF activator	PrPC TRFRET	Anthrax LF prot	3CLpro inhibitor	PriA SSB inh	BoNT A protease	VHR inh abs	Rv3671c protease	CCHFV vOTU inh
51	S=C(Nc1ccc2nsnc2c1)NC1CCCCC1	-4	4	-37	6	-4	-70	20	8	2	-6
52	COC(=O)c1c(-c2ccc(F)cc2)noc1N	9	8	-7	-5	2	-12	0.1	6	-6	-17
53	COC(=O)c1ccccc1NC(=O)[C@@H]1CCC(=O)N1C1OC(=O)c2c1ccc(OC)c2OC (some centres undefined)	6	5	-6	1	-3	3	0.4	20	-6	8
54	COc1ccc(N(C(=O)c2ccco2)S(=O)(=O)c2cccs2)cc1	-7	3	-4	-7	0	-17	0.3	14	-2	5
55	O=C(NCc1ccco1)c1cc(-c2ccccn2)nc2ccccc12	-4	-1	-12	-6	2	-6	0.6	10	3	-9
56	Nc1ccc(C(=O)N2N=C(c3ccccc3)CC2(O)C(F)(F)F)cc1 (centres undefined)	6	-3	-8	6	2	1	-0.8	-22	x	-12
57	CN(C(=O)CSC(=O)c1ccccc1)c1ccccc1	-4	-3	-2	-2	-2	-9	2.9	-2	-8	6
58	NCCNC(=O)c1ncsc1-c1cccc(F)c1	-6	-9	5	-1	x	-4	-1.1	x	4	4
59	CCOc1cc(/C=N/Nc2nc(N3CCCCC3)nc(N3CCCCC3)n2)ccc1OC(=O)c1ccco1	2	0	9	-1	0	x	-0.9	-16	0	-3
60	Cc1ccc(/C=N/NC(=O)c2cccs2)o1	-1	3	-1	1	3	x	-0.5	-1	-1	7
61	COc1ccc(NS(=O)(=O)c2cc(NC(=O)c3cc(F)c(F)c(F)c3F)ccc2N2CCCC2)cc1	1	-2	-7	7	10	-12	-0.6	9	-43	-2

# Looked up by structure from the list above (6):
no.	molecule	BoNT F protease	MazF activator	PrPC TRFRET	Anthrax LF prot	3CLpro inhibitor	PriA SSB inh	BoNT A protease	VHR inh abs	Rv3671c protease	CCHFV vOTU inh
53	COC(=O)c1ccccc1NC(=O)[C@@H]1CCC(=O)N1C1OC(=O)c2c1ccc(OC)c2OC (some centres undefined)	6	5	-6	1	-3	3	0.4	20	-6	8
52	COC(=O)c1c(-c2ccc(F)cc2)noc1N	9	8	-7	-5	2	-12	0.1	6	-6	-17
58	NCCNC(=O)c1ncsc1-c1cccc(F)c1	-6	-9	5	-1	x	-4	-1.1	x	4	4
60	Cc1ccc(/C=N/NC(=O)c2cccs2)o1	-1	3	-1	1	3	x	-0.5	-1	-1	7
55	O=C(NCc1ccco1)c1cc(-c2ccccn2)nc2ccccc12	-4	-1	-12	-6	2	-6	0.6	10	3	-9
59	CCOc1cc(/C=N/Nc2nc(N3CCCCC3)nc(N3CCCCC3)n2)ccc1OC(=O)c1ccco1	2	0	9	-1	0	x	-0.9	-16	0	-3
